High-throughput results deposited in PubChem by several laboratories.
EBV LMP1 NFkB = Epstein-Barr LMP1 NF-kappaB reporter inhibition. LMP1-induced NF-kappaB luciferase reporter cells, luminescence. inhibition, % at 12.5 µM. hit rate 0.69% among 350,000; in the data active = inhibition above about 41%;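 note: 0% = neutral control wells and 100% = reference inhibitor control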
NR5A2 inv ag = suppresses constitutive activity of human LRH-1. HEK293T StAR-luciferase reporter, LRH-1 transfected, 24 h. inhibition, % at 3.6 µM. O00482. AID 602396. hit rate 0.13% among 360,000;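 active = inhibition above the mean inhibition of all tested compounds plus 3 SD, cut at about 73% in these data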;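 note: 0% = DMSO wells and 100% = reporter-only cells lacking LRH-1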
Target sequence (O00482 whole entry, looked up): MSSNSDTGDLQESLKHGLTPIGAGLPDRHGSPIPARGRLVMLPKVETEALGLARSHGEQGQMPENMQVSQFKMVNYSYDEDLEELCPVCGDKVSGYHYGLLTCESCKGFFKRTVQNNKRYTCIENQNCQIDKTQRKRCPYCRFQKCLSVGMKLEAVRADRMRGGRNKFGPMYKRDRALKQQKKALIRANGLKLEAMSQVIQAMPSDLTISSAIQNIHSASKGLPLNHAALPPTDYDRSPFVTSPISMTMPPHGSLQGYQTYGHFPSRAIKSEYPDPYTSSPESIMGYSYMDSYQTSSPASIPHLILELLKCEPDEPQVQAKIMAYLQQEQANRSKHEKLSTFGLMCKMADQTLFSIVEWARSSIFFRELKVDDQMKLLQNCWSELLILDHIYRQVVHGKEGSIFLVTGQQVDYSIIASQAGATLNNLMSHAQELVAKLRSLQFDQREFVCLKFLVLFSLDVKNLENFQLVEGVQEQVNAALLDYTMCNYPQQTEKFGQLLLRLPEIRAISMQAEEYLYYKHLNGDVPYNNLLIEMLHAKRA
NCOA2 inhibitor = inhibits human steroid receptor coactivator 2 | Q15596 | HEK293 GAL4-SRC2 luciferase reporter, luminescence | inhibition, % at 9 µM | hit rate 0.17% among 370,000 | AID 651957;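 active = inhibition above the mean inhibition of all tested compounds plus 3 SD, set per campaign, cut at about 52% in these data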;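 note: 0% = DMSO treated cells and 100% = cells given Gossypol at 36 µM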
TROY signal inh = blocks TROY-dependent signaling in reporter cells; hit rate 0.98% among 360,000; inhibition, % at 10 µM; Q293 LMP1-TROYcd NF-kB luciferase reporter, 4 h; AID 1347056;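 active = compounds whose plate-normalised and pattern-corrected inhibition of the luciferase reporter signal at the single screening dose is 50% or more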
SRC3 inh = inhibitors of human steroid receptor coactivator 3 (SRC3); HEK293 GAL4-SRC3 luciferase reporter, luminescence; inhibition, % at 3.6 µM; Q9Y6Q9; hit rate 0.17% among 360,000;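 active = inhibition above a per-campaign cutoff, the mean of all compounds plus 3 SD, cut at about 60% in these data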;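 note: 0% = DMSO-treated cells and 100% = gossypol-treated cells at 36 µM; higher means less SRC3-driven luciferase light from the GAL4 reporter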
NOD2 RIPK2 PPI = inhibitors of human NOD2-RIPK2 interaction | O43353 | CHO BLA complementation NOD2-RIPK2, CCF4 ratio | inhibition, % at 4.98 µM | hit rate 0.38% among 360,000; in the data active = inhibition above about 21%;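 note: 0% = vehicle only and 100% = reference blocker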
Target sequence (O43353 whole entry, looked up): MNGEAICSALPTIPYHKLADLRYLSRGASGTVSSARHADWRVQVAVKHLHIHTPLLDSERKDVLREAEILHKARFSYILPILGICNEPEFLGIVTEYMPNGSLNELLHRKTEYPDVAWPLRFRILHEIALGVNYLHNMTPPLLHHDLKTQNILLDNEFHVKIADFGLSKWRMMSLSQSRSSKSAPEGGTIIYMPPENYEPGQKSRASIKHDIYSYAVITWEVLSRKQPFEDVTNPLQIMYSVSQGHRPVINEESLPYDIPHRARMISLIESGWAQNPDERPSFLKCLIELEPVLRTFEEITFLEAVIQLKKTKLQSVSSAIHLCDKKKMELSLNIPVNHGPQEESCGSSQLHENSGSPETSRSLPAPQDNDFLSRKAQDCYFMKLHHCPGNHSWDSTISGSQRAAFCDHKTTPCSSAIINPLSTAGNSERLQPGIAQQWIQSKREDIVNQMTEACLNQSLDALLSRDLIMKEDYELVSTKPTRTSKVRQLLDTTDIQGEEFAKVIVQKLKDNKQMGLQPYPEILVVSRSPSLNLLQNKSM
TWEAK-Fn14 inh = inhibitors of TWEAK-Fn14 interaction signaling | TWEAK-stimulated Fn14 reporter cells, luciferase luminescence, 8 h | inhibition, % at 10 µM | hit rate 2% among 360,000; in the data active = inhibition above about 50%
COUP-TFII inh = blocks human COUP-TFII nuclear receptor; P24468; HEK293T NGFI-A luciferase reporter, luminescence; inhibition, % at 8.6 µM; hit rate 0.7% among 370,000;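 active = inhibition above a per-plate cutoff, mean inhibition of test wells between control levels plus 3 SD, cut at about 38% in these data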;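 note: cells cotransfected with COUP-TFII expression vector driving the NGFI-A reporter; 0% = median of COUP-TF2 test wells and 100% = reporter-only cells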
C8 TRAIL sens = caspase-8 TRAIL sensitization; NB7+C8 cells + TRAIL, ATPlite viability luminescence; inhibition (viability loss, TRAIL sensitization), % at 10 µM; hit rate 1% among 360,000; AID 624354;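 active = compounds causing at least 50% loss of cell viability in the single-dose screen, relative to plate controls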
SRC1 inh = inhibits human SRC1 coactivator. Q15788. HEK293 GAL4-SRC1 luciferase reporter, luminescence. inhibition, % at 3.6 µM. hit rate 0.12% among 360,000;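 active = inhibition above the campaign mean plus 3 SD, with each screening campaign given its own cutoff, cut at about 60% in these data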;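 note: 0% = DMSO treated cells and 100% = gossypol at 36 µM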
TLR9-MyD88 block = TLR9-MyD88 interaction inhibition; AID 504734; inhibition, % at 4.98 µM; Q9NR96+Q99836; hit rate 0.21% among 340,000; CHO BLA complementation TLR9-MyD88, CCF4 FRET ratio;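 active = inhibition above the mean over all tested compounds plus 3 SD, cut at about 21% in these data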;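 note: 0% = DMSO only wells and 100% = clavulanate BLA inhibitor control wells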
The depositor's hits bear a star; / = no result given; & = joins results of further samples. This is a subset; rates above refer to the full screens.

SMILES	EBV LMP1 NFkB	NR5A2 inv ag	NCOA2 inhibitor	TROY signal inh	SRC3 inh	NOD2 RIPK2 PPI	TWEAK-Fn14 inh	COUP-TFII inh	C8 TRAIL sens	SRC1 inh	TLR9-MyD88 block
CCSc1nnc(CCNS(=O)(=O)c2ccc(C(C)=O)cc2)n1C	-2	0	-6	0	9	-4	5	-16	-1	22	-4
CC(=O)N1CC2(C)CN(C(C)=O)CC(C)(C1)C2=O	-1	-15	-20	-7	-8	-18	5	2	11	-19	1
CCCN(C(=O)c1ccco1)c1nnc(-c2ccncc2)s1	4	-26	-23	-19	-1	-11	-3	-8	-7	-10	-4
CCN(CC)S(=O)(=O)c1ccc2c(c1)nc(SCC(=O)N(C)C1CCS(=O)(=O)C1)n2CC (stereo unspecified)	-6	-4	-10	-5	11	1	-14	-3	16	-9	-10
O=[N+]([O-])c1ccc(CN2CCOCCOCCN(Cc3ccc([N+](=O)[O-])cc3)CCOCC2)cc1	4	35	/	-4	5	-2	10	/	24	10	0
CCOc1ccc(N(CC(=O)NC2CCCCC2)S(=O)(=O)c2c(C)noc2C)cc1	4	-16	-17	-2	7	-3	-27	-2	2	2	1
C=CCOc1ccc(C2=NO[C@@H]3[C@@H]4C[C@@H]([C@H]5C(=O)N(C)C(=O)[C@@H]45)[C@H]23)cc1	/	26	0	-9	9	-8	-2	13	1	13	/
CCCOc1ccc(F)cc1-c1cc(C(=O)NCc2ccccc2OC)[nH]n1	/	1	1	-14	11	-8	4	-22	6	13	/
O=C1CC(c2ccccc2)c2ccccc21 (stereo unspecified)	0	20	-15	-13	17	-11	10	4	-4	-31	-11
O=c1c([N+](=O)[O-])cccn1Cc1ccccc1Cl	8	-19	11	0	0	-3	-8	1	1	2	7
CN1Cc2cccc3c2C(Cc2ccccc2S3)C1 (stereo unspecified)	1	1	5	0	9	-3	-9	5	-6	-19	-7
CCn1ncc(Br)c1C(=O)Nc1nccs1	6	-18	-6	1	9	-6	6	-19	13	2	6
CCOC(=O)c1cc2sccc2n1CCCN1C(=O)c2ccccc2C1=O	-9	7	-7	-5	5	-2	13	-8	5	0	-19
CC1(C(=O)Nc2ccc3ccccc3c2)CCC(=O)N1CC(F)(F)F (stereo unspecified)	/	10	-20	-7	17	-10	-3	11	-3	-25	/
O=C(N/N=C/c1ccc(Cl)cc1)c1cc2c(s1)-c1ccccc1CC2	2	-2	-6	6	12	-6	3	17	6	-5	-8
O=C(C1Cc2ccccc2O1)N1CCCCC1 (stereo unspecified)	5	0	4	-6	3	-7	6	5	-1	-10	-2
Cc1cc(N2CC34C=CC(O3)C(C(=O)O)C4C2=O)no1 (stereo unspecified)	-17	-10	-4	6	16	0	13	-2	-5	0	3
CCCS(=O)(=O)c1nc(S(=O)(=O)c2ccc(C)cc2)c(NCCCN(C)C)s1	-4	4	-23	5	11	-3	5	2	0	-18	-8
CC1(C(=O)Nc2cccc3ccccc23)CCN1C(=O)Cc1ccc(Cl)cc1Cl (stereo unspecified)	/	13	5	-9	-10	-14	-11	7	-1	-5	/
O=C(COC(=O)c1ccco1)NCc1ccc(Cl)cc1Cl	0	-6	14	-27	21	-1	-26	-5	4	-7	-2
COc1ccc(NC(=O)C(NC(=O)CNC(C)=O)c2ccc(C)cc2)cc1 (stereo unspecified)	7	13	-33	18	-17	-2	-6	5	-7	-10	3
CN(C)S(=O)(=O)c1ccc(S(=O)(=O)Nc2ccc3c(c2)oc2ccccc23)cc1	-53	15	-5	43	11	3	22	-4	7	13	7
COc1ccccc1C1C(C(=O)c2ccco2)=C(O)C(=O)N1c1cc(C)on1 (stereo unspecified)	14	-2	13	22	15	-4	-8	29	7	12	1
CSc1ccc(/C=N/Nc2nc(C)cc(=O)[nH]2)cc1	-3	-8	-26	-40	-11	-2	-26	-19	27	-2	-3
Cc1ccc(NC(=O)COc2cccc3c2OC(C)(C)C3)c(O)c1	1	-9	-56	-4	5	-20	-18	16	14	-12	4
COc1ccc(C(=O)N/C(=C\c2cccs2)c2nc3ccccc3[nH]2)cc1OC	-23	30	-29	-3	26	8	-48	8	1	0	-6
Cc1cccc(C)c1NC(=O)CNC(=O)CCCN1C(=O)c2cccc3cccc(c23)C1=O	7	8	21	8	6	0	-44	19	-16	0	-2
COc1cc(OC)cc(C(=O)NCC(=O)Nc2ccc(-c3ccccc3)cc2)c1	-8	-37	-49	-33	-49	6	-14	-18	28	-38	8
COc1ccc(Cc2c(O)nc(SCC(=O)NC34CC5CC(CC(C5)C3)C4)[nH]c2=O)cc1	-4&-10	0&-5	7&-2	-8&11	-9&15	-16&6	9&-6	10&-12	-1&5	-9&0	3&-6
CC(C)C1OC2(C)OC(=N)C1(C#N)C(C#N)(C#N)C2c1ccccc1 (stereo unspecified)	-8	-6	-8	8	16	-13	9	-8	40	-3	-4
Cc1cc(NC(=O)c2cccc(S(=O)(=O)N3c4ccccc4CC3C)c2)no1 (stereo unspecified)	-4	21	23	-4	20	6	3	11	1	6	5
CN1c2ccccc2SC2C(c3ccccc3)=NOC21 (stereo unspecified)	/	16	9	-3	15	2	1	-8	-1	5	/
O=C(CN(CC1CCCO1)C(=O)Cn1nnc(-c2ccc(F)cc2)n1)NC1CCCCC1 (stereo unspecified)	1	1	-12	-1	0	-14	3	-6	-15	5	4
O=C(NCCc1ccccc1)C(=O)NCC1OCCCN1S(=O)(=O)c1cc(F)ccc1F (stereo unspecified)	5	14	-8	6	15	-7	-2	6	4	7	0
O=c1c(S(=O)(=O)c2ccc(Cl)cc2)cn(Cc2ccccc2F)c2ccc(F)cc12	-14	14	6	10	-2	0	-20	2	2	-4	3
N#Cc1c(NC(=S)NC(=O)c2ccccc2)sc2c1CCC2	-25	-35	-68	-56	-56	-3	0	-24	0	-62	0
O=C(/C(=N\Nc1ccc([N+](=O)[O-])cc1)Sc1nnnn1-c1ccccc1)c1ccccc1	-8	16	2	33	15	-4	6	-12	8	9	4
COc1ccc(N(CC(=O)Nc2ccccc2C(=O)N2CCOCC2)S(=O)(=O)c2ccc(F)cc2)cc1	-7	13	5	-9	8	-10	4	-13	7	-11	4
Cc1ccc(SCc2cc(-c3ccc(Cl)cc3)on2)cc1	15	-17	-4	-36	-35	-5	1	-18	-1	1	-6
O=c1c2ccccc2nc(SCc2cccc(F)c2)n1C1CCCC1	-5	-13	10	10	9	6	16	3	3	-16	-7
O=C(COC(=O)Cc1ccc(S(=O)(=O)N2CCOCC2)s1)Nc1ccc([N+](=O)[O-])cc1	-2	11	6	0	-2	7	-16	-16	-8	-13	-3
O=C(COC(=O)c1ccccc1Nc1ccc(SC(F)F)cc1)NCc1ccco1	-11	-6	-28	-1	-3	-8	-27	-8	-22	-25	8
Cc1cc2ccccn2c1C(=O)c1ccc(NN)c([N+](=O)[O-])c1	2	31	0	12	-5	-1	33	-19	3	-25	0
CCOc1ccc(NC(=O)CN(C2CCCCC2)S(C)(=O)=O)cc1	2	19	4	8	18	7	8	-10	-5	-11	-1
Clc1ccccc1CSc1nnc(-c2ccco2)c(-c2ccco2)n1	-1	24	-15	7	-11	5	12	9	-10	0	-2
Nc1ccc2nc(CCCCCCCCc3nc4ccc(N)cc4[nH]3)[nH]c2c1	4	8	24	-12	10	-15	17	1	-6	-16	-2
CCc1ccccc1NC(=O)c1nnn(CC(=O)Nc2cccc(C)c2C)c1N	3	-14	-6	-8	-5	2	-7	-1	-5	-13	-6
CCC1CCCCN1S(=O)(=O)c1ccc(S(=O)(=O)N2CCN(S(=O)(=O)CC)CC2)cc1 (stereo unspecified)	10	-1	-2	2	16	-4	0	15	3	1	7
COc1cccc(/C=C(\C)C(=O)c2c(C)cc(C)[nH]c2=O)c1OC	6	7	0	-10	1	7	-3	0	-3	13	9
O=C(Cn1ncnn1)OCc1ccccc1Cl	-2	-1	-10	-16	-8	-4	-3	5	0	-1	-6
N#Cc1cnn2cc(-c3ncc(C(F)(F)F)cc3Cl)cnc12	-5	-27	3	-69	-21	-7	-10	-5	6	-24	-2
O=C(CSc1nc(O)cc(=O)[nH]1)N1c2ccccc2Sc2ccccc21	3	-20	-31	-10	1	1	4	-5	26	10	/
CCCC/C=C/C(NC(=O)c1ccc(-c2ccccc2)cc1)c1ccccc1 (stereo unspecified)	-29	9	1	3	-34	9	-16	5	21	-22	-1
Cc1cc(/C=C2\SC(=S)NC2=O)c(C)n1C	-4	-19	-6	-8	-5	-4	8	9	-1	-22	-10
O=C(CCC(=O)N1CCCCCC1)NCc1ccc(F)cc1	2	10	8	-10	-9	-3	3	14	-3	6	9
CN(Cc1cccc(Cl)c1)C(=O)C1CCN(C(=O)Nc2ccccc2)CC1	-4	-49	-10	-16	-8	2	-9	-4	13	9	-3
CCOc1cc(/C=N/N2CCN(Cc3ccccc3)CC2)ccc1O	45*	26	9	5	-6	3	-1	8	-6	-5	-3
COc1ccc(OC)c(NC(=O)N[C@H](Cc2ccccc2)C(=O)NN)c1	1	2	3	-6	11	1	9	-2	9	-13	-5
CCn1ccnc1CN1CCN(CC=C(C)C)C(CCO)C1 (stereo unspecified)	8	11	-8	18	13	6	8	0	1	6	6
COc1nsnc1NS(=O)(=O)c1ccc(NC(=S)NC(=O)c2cccnc2)cc1	-12	-7	-9	17	-2	-8	-1	-24	13	6	/

Taken from above:
Entry of O=c1c(S(=O)(=O)c2ccc(Cl)cc2)cn(Cc2ccccc2F)c2ccc(F)cc12 in NOD2 RIPK2 PPI: 0
Entry of O=[N+]([O-])c1ccc(CN2CCOCCOCCN(Cc3ccc([N+](=O)[O-])cc3)CCOCC2)cc1 in SRC1 inh: 10

(further entries)
SMILES	EBV LMP1 NFkB	NR5A2 inv ag	NCOA2 inhibitor	TROY signal inh	SRC3 inh	NOD2 RIPK2 PPI	TWEAK-Fn14 inh	COUP-TFII inh	C8 TRAIL sens	SRC1 inh	TLR9-MyD88 block
Cn1nnnc1SCC(=O)Nc1cc(S(=O)(=O)N2CCCC2)ccc1Cl	5	15	4	6	-2	-4	-6	-18	-5	12	2
CCCCNc1cc(C)nc(N2CCOCC2)n1	-3	26	-1	-14	5	2	-12	-2	-17	-32	0
Cc1cc(NC(=O)C(C)N2C(=O)c3ccccc3S2(=O)=O)no1 (stereo unspecified)	-3	14	-3	-8	12	-5	-11	-22	6	-27	7
O=C(NNC(=O)c1ccc(S(=O)(=O)N2CCCCC2)cc1)c1ccccc1	-1	-2	8	-36	1	6	10	-9	-9	-4	-4
CCn1c(COc2cccc(OC)c2)nnc1SCC(=O)NCC1CCCO1 (stereo unspecified)	-6	1	-16	16	-2	1	7	2	13	-16	-3
O=C(NCC(c1ccco1)N1CCN(c2ccccc2)CC1)C(=O)NC1CC1 (stereo unspecified)	-3	0	-12	-24	-5	4	14	-1	-8	-5	-14
CN(C)c1ccc(C(=O)OCc2ccccc2)cc1	-17	-38	-59	-51	-23	4	2	-28	5	-33	-1
CCNC(=O)COC(=O)/C=C/c1cccc([N+](=O)[O-])c1	-4	6	-21	0	19	7	20	24	0	-14	12
